VP16 counter: VP16 counterscreen qHTS for inhibitors of ROR gamma transcriptional activity; AID 2546, 2010; Potency, µM (titrated, usually from 53.6 µM), without a hit: top-dose activity, negative = inhibition, most hits filed as inhibitors; 310,000 tested, 3.5% active; Drosophila S2 Gal4-VP16 UAS-luciferase, luminescence, 20 h;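 further: Gal4-VP16 expression switched on by copper sulfate through the metallothionein promoter; potency means the concentration at half of the fitted maximal effect; on the % scale 0 is the no-effect control and ±100 the full control effect; nearly all actives have a fitted effect of over 50% in size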
FLuc modulator: qHTS profiling assay for firefly luciferase inhibitor/activator using purifed enzyme and Km concentrations of substrates (counterscreen for miR-21 project); Luciferin 4-monooxygenase (Photinus pyralis), P08659; purified FLuc, Km substrates, luminescence inhibition; Potency, µM (titrated, usually from 57.5 µM), for inactives: at the top dose activity change, negative = inhibition, actives largely listed as inhibitors; 360,000 tested, 6.9% active;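 further: potency means the concentration at half of the fitted maximal effect; plate controls were vehicle for no effect and reference inhibitor for full effect; nearly all actives have a fitted effect of over 55% in size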
Target sequence (P08659 whole entry, looked up): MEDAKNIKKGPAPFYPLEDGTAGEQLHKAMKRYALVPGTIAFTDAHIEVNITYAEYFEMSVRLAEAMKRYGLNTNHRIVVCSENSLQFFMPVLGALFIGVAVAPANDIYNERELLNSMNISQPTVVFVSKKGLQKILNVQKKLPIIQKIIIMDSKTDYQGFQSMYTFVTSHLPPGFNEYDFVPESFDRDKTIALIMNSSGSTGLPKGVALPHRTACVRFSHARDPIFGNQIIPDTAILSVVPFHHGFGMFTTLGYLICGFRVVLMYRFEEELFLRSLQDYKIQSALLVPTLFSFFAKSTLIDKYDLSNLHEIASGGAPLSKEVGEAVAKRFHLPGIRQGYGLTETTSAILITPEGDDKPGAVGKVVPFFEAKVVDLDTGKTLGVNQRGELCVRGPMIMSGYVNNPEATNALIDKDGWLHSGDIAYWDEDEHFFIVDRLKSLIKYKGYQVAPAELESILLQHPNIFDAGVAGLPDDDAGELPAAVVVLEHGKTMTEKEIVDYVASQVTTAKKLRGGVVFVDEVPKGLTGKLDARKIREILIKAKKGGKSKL
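Purified P. pyralis luciferase (10nM final) with 10uM D-luciferin and 10uM ATP (Km levels) in 50mM Tris acetate pH 7.5, 10mM Mg acetate, 0.01% Tween-20, 0.05% BSA; qHTS 6-point titration, ~60 µM downward; luminescence read.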
Rab9 prom act: qHTS Assay for Rab9 Promoter Activators; Potency, µM (doses to about 9.22 µM), inactives show at the highest dose activation, negative = inhibition, hits mostly activators; 320,000 tested, 2.8% active; AID 485297, 2010; Huh7 Rab9 promoter-luciferase reporter, luminescence, 24 h; further: potency means the concentration at half of the fitted maximal effect; % of control where 0% means no effect; nearly all actives have a fitted effect of over 60% in size
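Luminescence from Amplite-detected luciferase (10 minutes, ambient) reports Rab9 promoter activation. Before that, stable Rab9-luciferase Huh7 cells (1500/well, reduced-serum OP-MEM I plus 10% FBS) were exposed to compound for 24 hours at 37C.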
RORgamma inh: qHTS for inhibitors of ROR gamma transcriptional activity | Potency, µM (titrated, usually from 53.6 µM), without a hit: at the highest dose activity change, negative = inhibition, most hits filed as inhibitors | Drosophila S2 Gal4-RORgamma UAS-luciferase reporter, 20 h | 310,000 tested, 5.4% active; further: potency means the concentration at half of the fitted maximal effect; on the % scale 0 is the no-effect control and ±100 the full control effect; nearly all actives have a fitted effect of over 60% in size
Target sequence (P51450 whole entry, looked up, the tested form may be a part): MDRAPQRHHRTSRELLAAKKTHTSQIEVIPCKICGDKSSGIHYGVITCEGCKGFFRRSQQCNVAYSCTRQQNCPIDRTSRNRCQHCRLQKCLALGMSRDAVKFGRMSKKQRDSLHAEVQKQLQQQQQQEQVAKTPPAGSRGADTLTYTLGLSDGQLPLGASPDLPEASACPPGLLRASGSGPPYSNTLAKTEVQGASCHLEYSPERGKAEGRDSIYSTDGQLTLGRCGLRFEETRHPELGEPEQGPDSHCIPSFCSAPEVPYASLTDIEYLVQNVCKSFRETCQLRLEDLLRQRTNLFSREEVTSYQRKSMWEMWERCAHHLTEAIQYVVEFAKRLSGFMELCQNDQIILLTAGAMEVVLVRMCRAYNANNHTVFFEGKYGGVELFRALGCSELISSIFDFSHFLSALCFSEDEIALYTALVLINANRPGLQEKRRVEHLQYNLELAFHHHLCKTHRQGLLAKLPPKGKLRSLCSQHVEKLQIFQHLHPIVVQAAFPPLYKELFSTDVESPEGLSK
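Drosophila Schneider cells stably carrying a metallothionein-driven Gal4 DBD–ROR gamma fusion and a UAS-Photinus luciferase reporter were exposed to compound for 1 hr, then induced with copper sulfate (700 uM final) for 20 hr at ambient temperature before luminescence reading.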
NPC1 prom act: qHTS Assay for NPC1 Promoter Activators. Potency, µM (top dose mostly 9.22 µM), without a hit: at the top dose activation, hits mostly activators. 320,000 tested, 2.4% active. Huh7 NPC1 promoter luciferase reporter, 24 h;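 further: potency means the concentration at half of the fitted maximal effect; % of control where 0% means no effect; nearly all actives have a fitted effect of over 60% in size; reporter is driven by a mutant NPC1 promoter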
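Huh7 cells stably carrying NPC1 promoter–luciferase, plated in Opti-MEM with 10% FBS for 2 h, were exposed to compound in DMSO for 24 h at 37 °C; luciferase reagent was added for 10 min and luminescence read.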
ELG1 DNA repair: qHTS screen for small molecules that inhibit ELG1-dependent DNA repair in human embryonic kidney (HEK293T) cells expressing luciferase-tagged ELG1; 330,000 tested, 2.3% active; HEK293T ELG1-luciferase reporter, luminescence, 16 h; DNA damage induced by 5-fluorouridine; AID 504467, 2011; Potency, µM (highest dose often 46.1 µM), for inactives: top-dose activity change, negative = inhibition, most hits filed as inhibitors; further: potency means the concentration at half of the fitted maximal effect; on the % scale 0 is the no-effect control and ±100 the full control effect; nearly all actives have a fitted effect of over 55% in size
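Cells (2,000 per well) received 5-fluorouridine plus test compound or DMSO and were incubated 16 hr at 37 °C, 5% CO2. Luciferase activity was read by luminescence 30 min after ONE-Glo addition; signal suppression marked inhibition of damage-induced ELG1 function.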
KCNH2 3.1 inh: qHTS for Inhibitors of KCHN2 3.1: Mutant qHTS. AID 720553, 2013. activity change, % (tested at about 1.8 µM). Potassium voltage-gated channel subfamily H member 2, brain isoform KCNH2 3.1 (human). 340,000 tested, 0.95% active. U2OS KCNH2 3.1, thallium flux FluxOr; hits give low values;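 active means maximum activity change below -70%; inconclusive means maximum activity change from -70% to -50%; inactive means maximum activity change above -50%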;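 further: thallium influx rate constant from kinetic fluorescence after stimulation buffer; on the % scale 0 is the no-effect control and ±100 the full control effect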
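FluxOr-based Tl+ influx in U2OS cells transduced with KCNH2 3.1 virus; rate constants normalized to DMSO controls.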
Menin-MLL TR inh: qHTS Assay for Inhibitors Targeting the Menin-MLL Interaction in MLL Related Leukemias: Competition With Texas Red Labeled MLL-derived Mutant Peptide | O00255 | Menin + Texas Red MLL mutant peptide, fluorescence polarization | Potency, µM (highest dose often 61.6 µM), for inactives: at the highest dose FP activity change, negative = inhibition, hits mostly inhibitors | 270,000 tested, 0.23% active | AID 1768, 2009; active means well fitted inhibition curve with a large enough effect in the polarisation, with a control signal flat, not every such curve was filed as active; inconclusive means small, poorly fitted or top-dose-only effect, or effect the other way, or a change in a side signal; inactive means no such curve, though single readings can be large or run the other way; the % refers to the polarisation; further: potency means the concentration at half of the fitted maximal effect; % of control where 0% means no effect; many of its hits are not listed in these tables
Mito fusion yeast: qHTS Assay for Small Molecule Inhibitors of Mitochondrial Division or Activators of Mitochondrial Fusion; S. cerevisiae fusion-defective mutant growth rescue, CellTiterGlo 48 h; Potency, µM (top dose mostly 46.1 µM), for inactives: top-dose growth rescue (activation), usual class: activators; 320,000 tested, 0.23% active;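 further: potency means the concentration at half of the fitted maximal effect; % of control where 0% means no effect; nearly all actives have a fitted effect of over 45% in size; temperature-sensitive fusion mutants such as fzo1-1 at 37 °C on non-fermentable ethanol glycerol medium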
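Growth-rescue viability read-out: after 48 h at the non-permissive 37C in glycerol/ethanol YPEG, yeast mitochondrial fusion mutants are measured by CellTiterGlo luminescence; compounds (23 nl pinned per well) restoring growth score as division inhibitors or fusion activators.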
PKM2 activator: qHTS Assay for Activators of Human Muscle isoform 2 Pyruvate Kinase; Potency, µM (titrated, usually from 57.5 µM), without a hit: at the highest dose activation, actives largely listed as activators; AID 1631, 2009; 260,000 tested, 0.34% active; purified PKM2, Kinase-Glo ATP luminescence, activation; response scale: 0% is enzyme alone, no compound; further: potency means the concentration at half of the fitted maximal effect; on the % scale 0 is the no-effect control and ±100 the full control effect; nearly all actives have a fitted effect of over 55% in size
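Kinase-Glo luminescence reports ATP generated from ADP (0.1 mM) and PEP (0.5 mM) by purified hPK-M2 after 1 h at room temperature, pH 7.2 imidazole buffer; intermediate enzyme activity allows detecting inhibitors and activators.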
MBNL1 CUG block: qHTS Assay for Inhibitors of MBNL1-poly(CUG) RNA binding | Muscleblind-like protein 1 (Homo sapiens), Q9NR56 | TR-FRET MBNL1-His/biotin-(CUG)12 binding, 665/545 ratio | Potency, µM (highest dose often 57.5 µM), for inactives: at the top dose activity change, negative = inhibition, usual class: inhibitors | 280,000 tested, 0.036% active | AID 2675, 2010; active means well fitted inhibition curve with a large enough effect in the signal ratio, with a control signal flat, not every such curve was filed as active; inconclusive means small, poorly fitted or top-dose-only effect, or effect the other way, or a change in a side signal; inactive means no such curve, though single readings can be large or run the other way; the % refers to the signal ratio; further: potency means the concentration at half of the fitted maximal effect; on the % scale 0 is the no-effect control and ±100 the full control effect
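TR-FRET readout: Ex 340 nm, 665/545 nm emission ratio, normalized to buffer-only (basal) and MBNL1-(CUG)12 controls. Complex of MBNL1-His with Biotin-(CUG)12, compounds 92 nM–58 uM, incubated 60 min at room temperature.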
Active calls of the source: *; ? = inconclusive; / = not tested or not shown; & = joins results of further samples; [ ] = dose if it differs, or a comment. Unless noted, the call rests on the fitted dose curve; in most records, active means well fitted curve in the direction sought with a large enough effect; inconclusive means small, poorly fitted or top-dose-only effect, or another doubt; inactive means no such curve, though single readings can be large; an effect the other way counts as inactive or inconclusive. An excerpt; the hit share may differ from the screen's.

nr	mol	VP16 counter	FLuc modulator	Rab9 prom act	RORgamma inh	NPC1 prom act	ELG1 DNA repair	KCNH2 3.1 inh	Menin-MLL TR inh	Mito fusion yeast	PKM2 activator	MBNL1 CUG block
1	C=CCN(c1ccc(Cl)cc1)S(=O)(=O)c1cccc(C(=O)OCC(=O)N(C)C)c1	5%	-2%	2%	7%	6%	-3%	-10	-1%	-5%	4%	-12%
2	O=c1c2c3c(sc2nc(NCCOCCO)n1Cc1ccco1)CCCCC3	-17%	17µM*	-5%	44%	?	-1%	-10	/	10%	4%	1%
3	Cc1cc(Cl)ccc1C(=O)C1CCCN(C(=O)CN2CCOC2=O)C1 (stereo not given)	13%	-1%	-3%	0%	2%	7%	10	/	-2%	/	-2%
4	Cc1ccc(NC(=S)NNC(=O)c2nn(C)cc2Cl)cc1	-10%	-11%	?	?	29%	30%	12	1%	-3%	-3%	-3%
5	Cc1cc(C)nc(NS(=O)(=O)c2ccc(NC(=O)Cc3ccccc3)cc2)n1	-4%	-18%	-1%	20%	-7%	14%	-5	-9%	-6%	-1%	-13%
6	Cc1ccc(F)cc1NC(=O)C1CC(=O)N(CCc2ccccc2)C1 (stereo not given)	7%	-2%	-3%	13%	1%	-15%	10	-6%	-4%	0%	-4%
7	Cc1c(C(=O)O)cc(C(C)(C)C)n1CCSCCO	-6%	-1%	-2%	-6%	1%	-1%	3	/	-1%	4%	/
8	COc1cc(/C=C/C(=O)OCC(=O)c2ccc(S(=O)(=O)N3CCCCC3)cc2)cc(OC)c1OC	/	8%	-3%	/	-2%	4%	3	/	0%	/	/
9	O=C(O)C1(c2ccccc2)CCC(Nc2ccccc2)C1 (stereo not given)	4%	-12%	3%	-31%	1%	-5%	8	-3%	6%	-5%	0%
10	Nc1cccc(S(=O)(=O)Nc2ccccc2)c1	-10%	-2%	-2%	-15%	-6%	10%	15	0%	-7%	-1%	11%

One compound at a time, as listed above.
`C=CCN(c1ccc(Cl)cc1)S(=O)(=O)c1cccc(C(=O)OCC(=O)N(C)C)c1` as listed: VP16 counter: 5%; FLuc modulator: -2%; Rab9 prom act: 2%; RORgamma inh: 7%; NPC1 prom act: 6%; ELG1 DNA repair: -3%; KCNH2 3.1 inh: -10; Menin-MLL TR inh: -1%; Mito fusion yeast: -5%; PKM2 activator: 4%; MBNL1 CUG block: -12%
`Cc1ccc(NC(=S)NNC(=O)c2nn(C)cc2Cl)cc1` as listed: VP16 counter: -10%; FLuc modulator: -11%; Rab9 prom act: ?; RORgamma inh: ?; NPC1 prom act: 29%; ELG1 DNA repair: 30%; KCNH2 3.1 inh: 12; Menin-MLL TR inh: 1%; Mito fusion yeast: -3%; PKM2 activator: -3%; MBNL1 CUG block: -3%

Continuation.
nr	mol	VP16 counter	FLuc modulator	Rab9 prom act	RORgamma inh	NPC1 prom act	ELG1 DNA repair	KCNH2 3.1 inh	Menin-MLL TR inh	Mito fusion yeast	PKM2 activator	MBNL1 CUG block
11	CCNC(=O)N1CCNC(=O)C1CC(=O)OC (stereo not given)	-9%	-2%[2.3 µM]	1%	1%	-5%	19%	-9	-5%	-2%	-5%	-7%
12	O=C(COC(=O)C1CCC1)c1c[nH]c2ccccc12	/	11µM*	2%	/	-1%	0%	5	/	0%	/	/
13	Cc1ccc(C)c(OCc2nc(-c3cccnc3)no2)c1	0%	?	6%	13%	2%	?	-2	-6%	1%	3%	-1%
14	Cc1ccc(C)c(NC(=S)/C(=C(\[O-])c2ccc(OC(F)F)cc2)[n+]2ccccc2)c1	8%	-8%	-5%	-39%	-1%	0%	0	0%	-2%	-6%	-3%
15	O=C(CNS(=O)(=O)c1ccccc1)NNC(=O)C(Cl)Cl	0%	4%	5%	35%	-5%	14%	-5	14%	-2%	-1%	-2%
16	O=C(NCCc1ccc(F)cc1)C1CCN(C(=O)Nc2ccccc2)CC1	/	7%	-5%	/	0%	8%	3	/	-2%	/	/
17	CCN(CC)c1ncnc2c1cnn2Cc1ccc(Cl)cc1	-6%	1%	-15%	?	-3%	?	0	-11%	11%	4%	-1%
18	O=C(NCCS(=O)(=O)N1CCN(c2ccccc2)CC1)C1CC(=O)N(c2ccc(F)cc2)C1 (stereo not given)	4%	5%&-1%	-2%	-3%	-9%	4%	-20	62%[activator]	0%	/	4%
19	CCCCn1c(CN2CCN(c3cccc(Cl)c3)CC2)nc2c1c(=O)n(C)c(=O)n2C	-11%	3%	-12%	5%	2%	?	4	6%	27%	-19%	-6%
20	COc1ccc(C(C)(C)C)cc1NC(=O)c1[nH]c(C)c(C(C)=O)c1C	-13%	-7%	-6%	2%	-1%	5.8µM*	-32	5%	?	18µM*	1%
21	O=C(CNC(=O)c1ccccc1Cl)OC1CCOC1=O (stereo not given)	1%	2%	12%	-5%	-3%	2%	5	3%	9%	4%	-2%
22	O=c1cc(N2CCOCC2)[nH]c(=O)n1-c1ccc(Cl)cc1	3%	3%	-9%	-5%	3%	9%	-2	-1%	0%	-1%	3%
23	O=C(Nc1ccc(F)cc1)c1ccc2snnc2c1	7%	?	25%	5%	19%	?	-24	21%	2%	-1%	18%
24	NC(=O)c1ccc(NC(=O)C2CC(=O)N(c3ccc4c(c3)OCCO4)C2)cc1 (stereo not given)	/	0%	0%	/	-3%	?	10	/	2%	/	/
25	CCOc1cc(C(=O)NC(C)CCc2ccccc2)cc(OCC)c1OCC (stereo not given)	-12%	1%	0%	?	-2%	-5%	2	-4%	1%	-4%	2%
26	C=Cc1ccc2c(c1)OCCOCCOCCOCCOCCO2	2%	2%	0%	3%	-2%	0%	-35	6%	4%	1%	1%
27	COc1ccc(NC(=O)N2CCOCC2)cc1OC	6%	3%	-3%	-2%	3%	7%	-4	/	-1%	1%	4%
28	CCn1c2ccccc2c2cnc(N=CN(C)C)c(C#N)c21	0%	-2%	3%	-6%	0%	?	13	-8%	2%	6%	-1%
29	Cc1nc(N)c(C#N)c(-c2ccc3c(c2)OCO3)c1C	-1%	3%	-3%	-33%	1%	-2%	3	-1%	-1%	-8%	19%
30	COc1cccc(OC)c1C(=O)Nc1cc(Cl)ccc1N1CCOCC1	17%	1%	-4%	43%	-2%	9%	-3	-13%	0%	1%	3%
31	CN1C(=O)[C@H]2[C@@H](/C=C/c3ccccc3)N3C(=O)CN(Cc4ccccn4)C(=O)[C@@]3(C)[C@H]2C1=O	-10%	5%	-3%	-21%	0%	0%	4	-9%	1%	0%	-7%
32	COc1cccc(C(=O)Nc2cc(C(=O)NCc3ccc(C)cc3)ccc2N2CCC3(CC2)CC(c2ccccc2)=NO3)c1	-3%	?	0%	-5%	-8%	-1%	-37	3%	-1%	-1%	-4%
33	O=C1S/C(=C\c2ccc(N3CCOCC3)o2)C(=O)N1Cc1ccc(F)cc1	7.1µM*	?	3%	?	2%	1%	0	?	-2%	2µM*	7%
